Screening data (PubChem BioAssay)
HEK293 tox = cytotoxicity in counter-screen for GLP-1R inverse agonists. HEK293 cAMP-luciferase reporter cells, luminescence, 24 h. 410,000 compounds, 0.13% hits. Potency, µM (top dose mostly 38.3 µM), without a hit: at the top dose activity change, negative = inhibition, hits mostly inhibitors. AID 624418;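 further: loss of luciferase light is scored as toxicity; potency means the concentration at half of the fitted maximal effect; on the % scale 0 is the no-effect control and ±100 the full control effect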
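Step one: seed cells (200 cells/uL, DMEM with 10% Nu serum, 1% pen-strep). Step two: 12-hour incubation at 37 deg C. Step three: pin 23 nL compound, incubate 24 hr. Step four: add luciferase reagent, read luminescence 12 min later.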
TDP-43 yeast inh = rescues yeast growth from TDP-43 toxicity. 410,000 compounds, 1.8% hits. TDP-43 expressing yeast growth rescue, BacTiter-Glo, 24 h. Potency, µM (titrated, usually from 46.1 µM), without a hit: top-dose growth rescue (activation), usual class: activators; further: potency means the concentration at half of the fitted maximal effect; % of control where 0% means no effect; nearly all actives have a fitted effect of over 50% in size
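Cell-based yeast growth screen: TDP-43 expression induced in galactose, inoculum OD600=0.02 after raffinose pregrowth to mid-log. Read-out BacTiter-Glo luminescence at 24 hr, 30 deg C; inhibition of toxicity seen as signal increase.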
D3 ag = activates the human D3 dopamine receptor; P35462; AID 652048; 410,000 compounds, 0.58% hits; D3R DiscoveRx beta-arrestin cells, luminescence, 90 min; max activation, %; in the data active means max activation above about 30%; further: 0% is about no effect; mostly tested at two doses, the higher about 12 µM
Target sequence (P35462 whole entry, looked up): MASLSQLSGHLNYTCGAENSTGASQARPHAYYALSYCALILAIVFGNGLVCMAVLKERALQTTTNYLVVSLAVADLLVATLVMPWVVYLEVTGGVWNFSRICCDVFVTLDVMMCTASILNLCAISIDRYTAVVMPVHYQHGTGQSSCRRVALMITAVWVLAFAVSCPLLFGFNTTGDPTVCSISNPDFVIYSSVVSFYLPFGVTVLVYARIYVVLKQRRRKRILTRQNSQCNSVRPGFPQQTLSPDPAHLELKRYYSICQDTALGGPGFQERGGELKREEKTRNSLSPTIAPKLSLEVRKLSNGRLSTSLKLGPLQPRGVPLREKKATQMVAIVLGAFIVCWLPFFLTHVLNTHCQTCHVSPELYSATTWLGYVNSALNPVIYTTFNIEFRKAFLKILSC
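Cells at 1500/well, incubated overnight, then treated with pinned compounds (dopamine as control) for 90 min at 37 degrees C. DiscoveRx reagent added for 30 - 60 minutes at room temperature; luminescence read.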
PTHR1 ag = agonists of human PTHR1 parathyroid hormone receptor | HEK293 GP2 PTHR1 cells, GloSensor cAMP luminescence, 1 h | Q03431 | Potency, µM (highest dose often 115 µM), for the others: top-dose activation, actives largely listed as activators | 410,000 compounds, 0.075% hits; further: potency means the concentration at half of the fitted maximal effect; nearly all actives have a fitted effect of over 55% in size; some results filed as inactive show a strong effect at the top dose; inactives centre near -15; many of its hits are not listed in these tables
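HEK-293-derived GP2 cells expressing PTHR1 and a GloSensor cAMP reporter, 3,000/well, plated overnight, given luciferin plus IBMX (each 0.5 mM as added) for 1 h at 37 °C, then compound for 1 h at 37 °C. Luminescence was read after 15 min at room temperature.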
GLP-1R inv ag = acts as inverse agonist at human GLP-1 receptor. P43220. HEK293 GLP-1R CRE-luciferase, luminescence, 24 h; GLP-1R form is constitutively active. Potency, µM (doses to about 38.3 µM), inactives show at the top dose activity change, negative = inhibition, usual class: inhibitors. 410,000 compounds, 1.6% hits. AID 624417; further: potency means the concentration at half of the fitted maximal effect; on the % scale 0 is the no-effect control and ±100 the full control effect; nearly all actives have a fitted effect of over 55% in size
Target sequence (P43220 whole entry, looked up): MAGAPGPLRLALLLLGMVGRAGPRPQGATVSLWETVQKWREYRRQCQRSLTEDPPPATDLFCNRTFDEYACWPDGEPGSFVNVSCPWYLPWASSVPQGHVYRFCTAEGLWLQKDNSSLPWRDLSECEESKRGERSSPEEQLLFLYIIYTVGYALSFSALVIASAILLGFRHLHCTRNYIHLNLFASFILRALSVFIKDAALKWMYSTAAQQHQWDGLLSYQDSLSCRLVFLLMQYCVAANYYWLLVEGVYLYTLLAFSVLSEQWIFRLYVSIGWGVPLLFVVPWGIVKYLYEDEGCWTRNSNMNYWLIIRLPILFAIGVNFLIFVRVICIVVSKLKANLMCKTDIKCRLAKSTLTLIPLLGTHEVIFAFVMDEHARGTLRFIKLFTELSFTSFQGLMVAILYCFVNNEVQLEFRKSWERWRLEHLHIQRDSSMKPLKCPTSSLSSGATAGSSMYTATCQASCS
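Assay principle: reduced luminescence from a cAMP-responsive reporter in HEK293 cells co-expressing a constitutively active GLP-1R. Conditions: 24 hr compound incubation, 37 deg C, 5% CO2.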
aSyn yeast inh = alpha-synuclein toxicity inhibition in yeast; Yeast expressing alpha-synuclein, growth rescue, BacTiter-Glo, 24 h; Potency, µM (series often up to 46.1 µM), for the others: at the top dose growth rescue (activation), usual class: activators; 370,000 compounds, 0.14% hits; further: potency means the concentration at half of the fitted maximal effect; % of control where 0% means no effect; nearly all actives have a fitted effect of over 65% in size
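Readout is rescue of growth in alpha-synuclein-expressing yeast, so inhibitors of toxicity appear as activators. Growth after 24 hr at 30 deg C in galactose medium is quantified by luminescence.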
D3 antag = D3 dopamine receptor (human) antagonism; P35462; D3R cells, DiscoveRx beta-arrestin luminescence, antagonist mode; stronger effect = lower value; max response, negative = inhibition, %; 360,000 compounds, 2.5% hits; AID 652054; in the data active means max response below about -50%; inconclusive means no clear call, values can overlap the other calls; further: on the % scale 0 is the no-effect control and ±100 the full control effect; mostly tested at two doses, the higher about 12 µM
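Cells plated overnight at 1500 cells/well, then exposed to library compounds with dopamine controls for 90 minutes at 37 degrees C. DiscoveRx reagent added for 30–60 minutes at room temperature; luminescence read, quantitative HTS format.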
GLP-1R agonist = agonists of human GLP-1 receptor | 380,000 compounds, 0.007% hits | P43220 | HEK293 GLP-1R CRE-luciferase, luminescence, 4-6 h; cells express a hypersensitive GLP-1R form | Potency, µM (series often up to 45.6 µM), inactives show at the top dose activation, actives largely listed as activators | AID 624172; further: potency means the concentration at half of the fitted maximal effect; % of control where 0% means no effect
KB-V1 MDR tox = KB-V1 MDR subline cytotoxicity; KB-V1 MDR cells viability, CellTiter-Glo, 72 h; Potency, µM (top dose mostly 46.1 µM), for the others: at the top dose activity change, negative = cytotoxicity, actives largely listed as cytotoxic; 400,000 compounds, 3.4% hits; AID 1347076; further: potency means the concentration at half of the fitted maximal effect; on the % scale 0 is the no-effect control and ±100 the full control effect; nearly all actives have a fitted effect of over 60% in size
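qHTS viability screen in drug-selected KB-V1 MDR cells: 72 h compound treatment at 37 degrees C, ATP luminescence end point.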
An asterisk follows results filed as active; i = inactive; ? = inconclusive; / = not tested or not shown; [ ] = dose if it differs, or a comment. Unless noted, the call rests on the fitted dose curve; in most records, active means well fitted curve in the direction sought with a large enough effect; inconclusive means small, poorly fitted or top-dose-only effect, or another doubt; inactive means no such curve, though single readings can be large; an effect the other way counts as inactive or inconclusive. These rows are one share of the data, so the mix of outcomes need not match the whole.

Second line of a record: HEK293 tox	TDP-43 yeast inh	D3 ag	PTHR1 ag	GLP-1R inv ag	aSyn yeast inh	D3 antag	GLP-1R agonist	KB-V1 MDR tox
CCc1cccc(CC)c1N1C(=O)c2cc(N3CCOCC3)c([N+](=O)[O-])cc2C1=O
    -14%	9%	-2	-30%	1%	0%	-13	4%	-4%
N#CCOc1nc(N2CCCC2)nc(N2CCCC2)n1
    -10%	0%	6	-26%[57.5 µM]	9%	1%	14	7%	-7%
O=C(NNC(=O)c1cc2cc3ccccc3nc2s1)c1cccc(Cl)c1
    ?	20%	-4	-17%	3%	-1%	12	-23%	20%
CC(Cc1cccs1)NC(=S)Nc1ccc(Cl)cc1 (stereo not drawn)
    ?	-14%[0.397 µM]	-1	-37%[inhibitor]	?	-18%	-7	16%	0%
O=C(NCC(c1cccs1)N1CCOCC1)c1cccc([N+](=O)[O-])c1 (stereo not drawn)
    -10%	-27%	7	-4%	5%	-8%	22	1%	-3%
COc1ccc(NC(=O)C2(c3ccc(NC(=O)c4ccc(C)cc4)cc3)CCCC2)cc1
    3%	-24%	11	-16%	9%	-4%	15	-6%	17%
CC1Sc2ccc(S(=O)(=O)N(C)Cc3ccccc3)cc2NC1=O (stereo not drawn)
    14%	0%	9	-91%[inhibitor]	?	4%	10	1%	-18%
O=C(CCS(=O)(=O)c1ccc2c(c1)NC(=O)CO2)Nc1cccc(C(F)(F)F)c1
    -5%	-2%	6	-6%	-15%	-6%	/	-1%	-4%
Cc1ccc(OCCNc2ccc(S(=O)(=O)N3CCCC3)cn2)cc1
    0%	-7%	2	-29%	?	-15%	-14	14%	?
N#Cc1ccc(C23CC4(C2)[C@H](CN(Cc2ccc(C(F)(F)F)cc2)[C@@H]4c2ccccc2)C3c2ccc(C(F)(F)F)cc2)cc1 (stereo partly drawn)
    -16%	18%	2	i	-9%	3%	7	4%	-16%
Cc1cc(C(=O)CSc2nn3c(=O)c(C(C)(C)C)nnc3s2)c(C)n1C1CC1
    -6%	-11%[0.397 µM]	-10	-6%	?	-2%	0	7%	0%
CCn1c(-c2ccccc2Cl)nn(CC(=O)Nc2ccccc2OC)c1=S
    -14%	?	1	i	-18%	6%	14	1%	?
CC/C(C)=C1\SC(N2CCOCC2)=NC1=O
    6%	19%	-4	-8%	7%	0%	?	-26%	-13%
O=C(O)C1Cc2ccccc2CN1S(=O)(=O)c1ccc(Cl)cc1 (stereo not drawn)
    2%	-21%	0	9%	-13%	11%	-18	-1%	-6%
Nc1ccccc1/C=C/c1ccccc1N
    218%[activator]	-14%	-12	i	?	0%	-17	18%	4%
Cc1ccnc(Nc2nc(-c3ccc(F)cc3)cs2)c1
    -3%	7.9µM*	3	-55%[inhibitor]	?	-32%[inhibitor]	0	-22%	-16%
Cc1cc(C)cc(OCC(=O)N2Cc3ccccc3CC2C(=O)O)c1 (stereo not drawn)
    17%	0%	2	?	1%	2%	-9	0%	-3%
C=CCn1c(-c2ccc(Cl)cc2)cnc1SC(C)C(=O)NC(N)=O (stereo not drawn)
    22%	-6%	-6	-16%	?	-2%	-12	0%	?
CCn1cc(C(=O)OCC(=O)Nc2cccc(C)c2)c(=O)c2ccc(C)nc21
    22%	14%	3	i	18%	2%	4	8%	6%
CCN(CC)S(=O)(=O)c1ccc2nc(SC)sc2c1
    -2%	17%	-4	-7%[57.5 µM]	-2%	12%	-7	14%	-32%
NC(=O)c1cccc2cc3ccccc3cc12
    39%[activator]	9%	4	i	51%[activator]	3%	11	7%	6%
O=C(CCCO)NC1Cc2ccccc2C1
    6%	-11%	-9	i	10%	1%	1	9%	24%
c1ccc2c(c1)C(=Nn1cnnc1)c1ccccc1-2
    8%	-6%	-3	16%[57.5 µM]	0%	21%	-25	23%	-18%
CC(CCc1ccccc1)NC(=O)COC(=O)c1ccc(NC(=O)CC#N)cc1 (stereo not drawn)
    15%	0%	9	-88%[inhibitor]	-1%	-10%	10	1%	4%
Cc1nn(-c2ccccc2)c(C)c1NC(=O)c1ccc(S(=O)(=O)N2CCCC2)cc1
    ?	-17%	6	i	-14%	3%	11	4%	5%
COc1cccc(CN2C(=O)c3ccccc3Sc3ccc(C(=O)NCCc4ccc(Cl)cc4)cc32)c1
    0%	19%	-3	-18%	15%	1%	/	/	/
CN1C(=O)CC(N2CCN(c3ccccn3)CC2)C1=O (stereo not drawn)
    -10%	4%	3	-22%[57.5 µM]	-4%	-10%	2	-10%	18%
Cc1ccc(NS(=O)(=O)c2ccc3c(c2)CCN3C(=O)C2CC2)c(C)c1
    -3%	28%	9	-41%[inhibitor]	-15%	/	/	5%	23%
CC(=O)c1cccc(NC(=O)COC(=O)CCC(=O)c2cccs2)c1
    2%	27%	2	-57%[inhibitor]	14%	-1%	18	2%	21%
COc1cc(C(=O)OCCNC(=O)c2cccnc2)cc(OC)c1OC
    -13%	26%	1	-20%	-9%	0%	-2	1%	1%

Second line of a record: HEK293 tox	TDP-43 yeast inh	D3 ag	PTHR1 ag	GLP-1R inv ag	aSyn yeast inh	D3 antag	GLP-1R agonist	KB-V1 MDR tox
O=C(Nc1ccc(C(=O)N2CCCC2)cc1)c1ccc2c(c1)OCO2
    -11%	-41%[inhibitor]	-26	-26%[57.5 µM]	-15%	-17%	-26	-16%	?
CC1=C(C(=O)Nc2cccnc2)C(c2ccc3c(c2)OCO3)C2=C(CCCC2=O)N1 (stereo not drawn)
    20%	-19%	-3	-6%	4%	-4%	-23	1%	0%
O=C(Nc1cc(S(=O)(=O)Nc2ccc(Cl)cc2)ccc1N1CCCCC1)c1ccc(F)cc1
    ?	-2%	1	i	?	-14%	-3	4%	-9%
CCOC(=O)N1CCN(C(=O)CS(=O)(=O)Cc2nc(-c3cccc(OC)c3)oc2C)CC1
    -1%	-6%	6	-16%	-18%	-7%	1	6%	-17%
CCCn1c(N)c(Sc2ccccc2)c(=O)n(CCC)c1=O
    8%	-14%	0	i	0%	0%	6	-4%	13µM*
O=C(O)c1cc(-c2ccc3c(c2)OCO3)nc2ccc(Cl)cc12
    5%	-7%	-4	-5%	-22%	-5%	-4	-4%	-11%
COC(=O)c1ccccc1NC(=O)Cn1nnc(-c2ccc3c(c2)OCO3)n1
    2%	18%	-3	i	-1%	-6%	0	-10%	-16%
COc1ccc(NC(=O)COC(=O)CCC2CCCC2)c(OC)c1
    1%	?	4	-7%	9%	2%[1.84 µM]	15	15%	0%
CC1C(=O)C(C)C(c2ccc(Br)cc2)NC1c1ccc(Br)cc1 (stereo not drawn)
    -14%	-4%	-2	-36%[inhibitor]	-18%	-19%	-25	-2%	-17%
COC(=O)C1=C(C)NC(c2c(O)ccc3ccccc23)C(C(=O)OC)=C1C (stereo not drawn)
    -4%[1.53 µM]	15%	7	i	-10%	7%	6	12%	?
COc1ccc(NCc2cc3ccc(OC)cc3n(CC(=O)Nc3cc(Cl)ccc3C)c2=O)cc1
    -13%	0%	3	-12%	-20%	16%	/	19%	?
CC(C)N1C(=O)C(=O)N(CC(=O)N(C)c2ccccc2)C1=O
    -7%	22%	1	i	-4%	-8%	3	3%	?
CCCCC(=O)N1CCN(c2nc3c(C)c(C)ccc3s2)CC1
    2%	27%	1	-15%	8%	/	/	/	-20%
COc1ccc(C)cc1NC(=O)Cn1cnnn1
    -3%	-8%	2	-7%	-8%	0%	-4	5%	-7%
CCCC(=O)Nc1ccc(NC(=O)c2ccccc2OC)cn1
    4%	16%	0	i	13%	6%	18	11%	1%
O=C(CSc1n[nH]c(-c2cccnc2)n1)Nc1ccccc1C(F)(F)F
    10%	-4%	-10	i	14%	0%	2	-1%	-7%
O=C(O)CC(NC(=O)C(c1ccccc1)c1ccccc1)c1ccco1 (stereo not drawn)
    12%	28%	-12	-5%	17%	9%	34	15%	?
COc1ccc(N2CCN(S(=O)(=O)c3ccc(OC)c(C(=O)N4CCOCC4)c3)CC2)cc1
    2%	2%	-6	i	-11%	-3%	-12	4%	?
CCN(CC(=O)Nc1cc(Cl)ccc1C)C(=O)COc1ccccc1F
    17%	38%	-4	-15%	-26%	1%	4	7%	?
Cc1cc(NS(=O)(=O)c2ccc(NC(=O)CSc3nnc(-c4ccco4)n3N)cc2)nc(C)n1
    2%	-3%	-3	-25%	15%	-1%	2	-1%	4%
COC(=O)N/N=C/c1ccc(OC(=O)/C=C/c2ccco2)cc1
    -10%	-27%	-6	i	20%	-5%	-10	5%	11%
Fc1cc(F)cc(-c2oncc2-c2nnnn2-c2ccccc2)c1
    -20%	25%	1	-6%[57.5 µM]	4%	1%	-22	12%	0%
O=[N+]([O-])c1cc(Cc2ccccc2)cc(C=Nc2ccc(N3CCOCC3)cc2)c1O
    ?	-92%[inhibitor]	-5	-20%	?	-64%[inhibitor]	-67*	-1%	20%
O=C(CN1CCCCCC1)Nc1cccc2c1OCO2
    -11%	-19%	-8	i	-9%	4%	-27	5%	-2%
O=C(/C=C/Nc1ccc(F)cc1F)c1cccs1
    -7%	?	-4	-1%	?	16%	-9	-19%	?
COc1cc(C)nc(NS(=O)(=O)c2ccc(C)cc2)n1
    -5%	-17%	4	-3%	3%	-9%	?	-7%	9%

Retrieved by structure from the entries so far:
Second line of a record: HEK293 tox	TDP-43 yeast inh	D3 ag	PTHR1 ag	GLP-1R inv ag	aSyn yeast inh	D3 antag	GLP-1R agonist	KB-V1 MDR tox
N#Cc1ccc(C23CC4(C2)[C@H](CN(Cc2ccc(C(F)(F)F)cc2)[C@@H]4c2ccccc2)C3c2ccc(C(F)(F)F)cc2)cc1 (stereo partly drawn)
    -16%	18%	2	i	-9%	3%	7	4%	-16%
CC1=C(C(=O)Nc2cccnc2)C(c2ccc3c(c2)OCO3)C2=C(CCCC2=O)N1 (stereo not drawn)
    20%	-19%	-3	-6%	4%	-4%	-23	1%	0%
